Compound activity from PubChem.
ssDAF12 agonist = activators of S. stercoralis DAF-12 nuclear receptor; HEK293 ssDAF-12/GRIP1 lit1-tk-luc reporter, luminescence; % of 3 µM dafachronic acid response; activation, % at 6.8 µM; actives 1% (n = 370,000);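 active = activation above the mean over all tested compounds plus 3 SD, cut at about 0.9% in these data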;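 also: 0% = DMSO-only wells and 100% = 3 µM delta7-dafachronic acid wells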
GAA850 FXN act = increases GAA850 frataxin promoter reporter activity. actives 0.56% (n = 360,000). AID 540364. HEK293 lucGAA850 FXN promoter luciferase reporter, 24 h; percent of 10 µM SAHA response. activation, % at 6 µM;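 active = activation above the average of all compounds screened plus 3 SD, cutoff fixed separately per campaign, cut at about 7.5% in these data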;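 also: 0% = DMSO wells and 100% = 10 µM SAHA wells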
ADAM10 inh = inhibitors of human ADAM10. actives 0.62% (n = 370,000). AID 720582. O14672. inhibition, % at 7 µM. recombinant ADAM10, EDANS/DABCYL FRET peptide cleavage, 3 h;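 active = inhibition above a per-campaign cutoff equal to the mean of compounds falling between control-based bounds plus 3 SD, cut at about 20% in these data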;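 also: 0% = DMSO wells while the 100% control is not disclosed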
Target sequence (O14672 214-748 limits assumed): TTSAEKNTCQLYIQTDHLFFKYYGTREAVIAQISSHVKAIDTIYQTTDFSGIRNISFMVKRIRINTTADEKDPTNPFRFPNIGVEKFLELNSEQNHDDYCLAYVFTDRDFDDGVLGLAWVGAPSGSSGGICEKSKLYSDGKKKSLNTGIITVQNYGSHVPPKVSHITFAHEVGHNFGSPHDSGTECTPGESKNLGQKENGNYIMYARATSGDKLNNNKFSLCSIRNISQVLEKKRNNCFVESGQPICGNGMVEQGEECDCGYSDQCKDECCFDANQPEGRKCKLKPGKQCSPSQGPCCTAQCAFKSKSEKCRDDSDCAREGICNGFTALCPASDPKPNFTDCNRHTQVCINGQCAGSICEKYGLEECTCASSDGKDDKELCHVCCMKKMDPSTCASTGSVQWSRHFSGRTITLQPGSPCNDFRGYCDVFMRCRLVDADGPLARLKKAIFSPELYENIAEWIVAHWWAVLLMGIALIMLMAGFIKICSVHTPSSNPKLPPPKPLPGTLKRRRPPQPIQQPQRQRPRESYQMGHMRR
DAX1 inh-1 = NR0B1 (DAX1) inhibition; P51843; HEK293 Gal4-DAX1 luciferase reporter, luminescence; inhibition, % at 6.75 µM; AID 504766; actives 0.99% (n = 340,000);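 active = inhibition above the mean over all tested compounds plus 3 SD, cut at about 4.2% in these data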;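 also: 0% = DAX1-transfected cells with DMSO and 100% = empty-vector control cells with DMSO; inhibition shows as a rise in luminescence from relieved DAX1 repression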
NPR1 activator = GC-A (human) enzyme activation; actives 0.14% (n = 370,000); activation, % at 10 µM; AID 1671463; HEK293 GC-A cells, cGMP TR-FRET, EC30 ANP; 0% at EC30 ANP, 100% saturating ANP; P16066; in the data active = activation above about 40%
SMARCA2 activ = activators of SMARCA2 function; actives 1% (n = 370,000); activation, % at 9.1 µM; AID 652017; MG213 cells, MMTV-luciferase reporter, dexamethasone, overnight; in the data active = activation above about 7.8%;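 also: 0% = vehicle wells and 100% = reference activator wells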
hcDAF-12 act = H. contortus DAF-12 activation, primary screen; HEK293 hcDAF-12 lit1-tk-luc reporter, luminescence; 0% DMSO, 100% Δ7-dafachronic acid; activation, % at 6.8 µM; actives 1.4% (n = 370,000); AID 652067;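 active = activation above the mean of all tested compounds plus 3 SD, cut at about 5.5% in these data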;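 also: 100% = response to 3 µM Δ7-dafachronic acid high control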
DAX1 inh-2 = inhibitors of DAX1 repression of SF-1 activated StAR promoter. HEK293T StAR-luciferase reporter, SF-1/DAX-1 repression relief. AID 652010. inhibition, % at 6.8 µM. actives 1.1% (n = 370,000);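 active = inhibition above the mean over all tested compounds plus 3 SD, cut at about 3.6% in these data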;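 also: 0% = DAX-1 cells with DMSO and 100% = cells lacking DAX-1 with DMSO; higher inhibition means more luminescence from relief of DAX-1 repression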
HGIII-sPLA2 inh = Blocks human group III sPLA2 activity | QFRET BODIPY PC-A2 liposome hydrolysis, fluorescence | inhibition, % at 12.2 µM | actives 0.56% (n = 370,000);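 active = inhibition above mean plus 3 SD of compounds lying within the high and low control bounds, cut at about 19% in these data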;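 also: 0% = median of test compound wells and 100% = no enzyme DMSO wells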
GC-B act = GC-B (human) receptor activation. P20594. HEK293-GC-B cells, CNP EC30, cGMP TR-FRET; 0% at EC30 CNP, 100% saturating CNP. activation, % at 10 µM. actives 0.11% (n = 370,000). AID 1920062;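 active = activation at 10 µM reaching about 35% in either raw or pattern-adjusted values, limit read from the data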
hgDAF12 agonist = activates the H. glycines DAF-12 receptor ligand-binding domain. HEK293 GAL4-hgDAF12 UAS-luciferase reporter, agonist luminescence; normalized to butyrate control. actives 1.8% (n = 370,000). activation, % at 6.8 µM;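 active = activation above a cutoff set at the mean of all screened compounds plus 3 SD, cut at about 10% in these data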;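 also: 0% = DMSO wells and 100% = sodium butyrate wells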
* marks the source's active call; other numbers are inactive results.

cpd	Compound	ssDAF12 agonist	GAA850 FXN act	ADAM10 inh	DAX1 inh-1	NPR1 activator	SMARCA2 activ	hcDAF-12 act	DAX1 inh-2	HGIII-sPLA2 inh	GC-B act	hgDAF12 agonist
1	Cc1ccccc1OCCC(=O)OCC(=O)NNC(=O)c1cccs1	-1.2	1.3	-9	0.1	-1	0	1.3	-0.2	3	-2	0.8
2	CCN(CC)C(=O)c1sc(N)c(C#N)c1C	-1.3	-0.4	-3	-1.2	2	0	0.9	0.4	10	-11	-2.1
3	Cc1nc2c(c(C)nn2-c2ccccc2)c(C)c1C	-1.2	1.3	-28	3.4	-7	-1	1.3	-0.1	1	-3	1.3
4	CC(O)CNc1nc2ccccc2n1CC(=O)NC12CC3CC(CC(C3)C1)C2 (configuration not stated)	-1.0	0.3	-9	0.2	-2	-6	0.6	-0.5	-3	2	-3.0
5	CCn1c(-c2ccc(Cl)cc2)n[nH]c1=S	-1.6	-2.8	0	-0.5	1	-2	-1.5	-0.2	12	-2	-1.2
6	COc1ccc(CNS(=O)(=O)CCNC(=O)c2cccc(OC)c2)cc1	-0.7	-1.7	0	-0.6	0	-1	-2.6	0.4	2	2	-0.1
7	Cc1cc(C(=O)N/N=C/c2c(C)nn(-c3ccccc3)c2C)n[nH]1	-0.1	-1.1	4	1.5	-5	2	4.3	0.0	-2	-4	2.0
8	COc1cc(C)c(S(=O)(=O)NCCCn2ccnc2)cc1C	-1.6	1.1	2	-2.1	2	1	-1.1	-0.3	4	4	-2.2
9	Cc1cc(OCc2cc(C(=O)NCc3cc(C(C)C)no3)no2)cc(C)c1Cl	1.6*	8.3*	-18	7.1*	-3	4	8.9*	7.8*	-3	-7	15*
10	N#Cc1cc(S(=O)(=O)N2CCOCC2)ccc1N1CCOCC1	-0.8	2.1	-49	1.3	5	-3	-0.8	0.9	4	-1	-0.4
11	C=CCOC(=O)C1=C(C)NC(=O)NC1/C=C/c1ccccc1 (configuration not stated)	-0.9	-1.0	-2	-1.1	15	0	-1.2	-0.1	-5	-2	-0.9
12	O=C(NCc1ccccc1)C(=O)NCC1OCCN1S(=O)(=O)c1ccc2c(c1)OCCO2 (configuration not stated)	-1.2	-1.3	-4	1.2	0	-2	-0.5	0.1	10	6	1.5
13	COc1ccc(S(=O)(=O)N(C)C[C@H]2Oc3ccc(NS(=O)(=O)c4ccc(F)cc4)cc3C(=O)N([C@H](C)CO)C[C@@H]2C)cc1	-1.2	-1.1	-1	0.0	2	3	-1.0	0.6	-29	-2	0.3
14	CCOc1ccc(S(=O)(=O)N2CCOCC2)cc1[N+](=O)[O-]	-1.4	1.2	-5	0.7	1	-4	-0.3	1.4	14	0	6.2
15	Cc1c(NC(=O)C(CC(=O)O)NCc2ccco2)c(=O)n(-c2ccccc2)n1C (configuration not stated)	-1.5	-0.5	8	1.6	2	0	0.8	-0.6	-9	-3	1.3
16	CS(=O)(=O)N1CCCC(C(=O)Nc2ccccc2F)C1 (configuration not stated)	-0.3	1.1	4	1.4	0	-1	-1.7	-0.8	-3	3	-1.4
17	Cc1ccc(C)c(NS(=O)(=O)c2ccc(-c3ccc(=O)[nH]n3)o2)c1	-0.2	-1.4	-2	0.5	-1	1	5.1	-1.3	-1	1	0.3
18	COc1cc(C)c(NC(=O)Cc2ccsc2)cc1OC	-0.8	1.1	-5	-0.8	2	-2	0.3	-0.3	6	4	2.0
19	Cn1c(=NC(=O)CCS(=O)(=O)c2ccccc2)sc2cc(F)ccc21	0.0	-1.0	-7	-3.2	62*	2	2.4	1.2	5	35	2.9
20	O=C(NN1C(=O)C2C3C=CC(C3)C2C1=O)C(O)c1ccccc1 (configuration not stated)	-1.3	4.0	7	0.3	5	-5	-0.2	1.0	5	0	1.3
21	Cn1c(=O)c2c(nc(CCC3CCCC3)n2C)n(C)c1=O	-1.6	-0.3	-3	0.2	8	0	-1.0	0.8	-9	1	-0.1

By substructure, those above with a halogen.
cpd	Compound	ssDAF12 agonist	GAA850 FXN act	ADAM10 inh	DAX1 inh-1	NPR1 activator	SMARCA2 activ	hcDAF-12 act	DAX1 inh-2	HGIII-sPLA2 inh	GC-B act	hgDAF12 agonist
5	CCn1c(-c2ccc(Cl)cc2)n[nH]c1=S	-1.6	-2.8	0	-0.5	1	-2	-1.5	-0.2	12	-2	-1.2
9	Cc1cc(OCc2cc(C(=O)NCc3cc(C(C)C)no3)no2)cc(C)c1Cl	1.6*	8.3*	-18	7.1*	-3	4	8.9*	7.8*	-3	-7	15*
13	COc1ccc(S(=O)(=O)N(C)C[C@H]2Oc3ccc(NS(=O)(=O)c4ccc(F)cc4)cc3C(=O)N([C@H](C)CO)C[C@@H]2C)cc1	-1.2	-1.1	-1	0.0	2	3	-1.0	0.6	-29	-2	0.3
16	CS(=O)(=O)N1CCCC(C(=O)Nc2ccccc2F)C1 (configuration not stated)	-0.3	1.1	4	1.4	0	-1	-1.7	-0.8	-3	3	-1.4
19	Cn1c(=NC(=O)CCS(=O)(=O)c2ccccc2)sc2cc(F)ccc21	0.0	-1.0	-7	-3.2	62*	2	2.4	1.2	5	35	2.9
